# PLK1 PBD block: blocks phosphopeptide binding to human PLK1 polo-box domain; P53350; Potency, µM, without a hit: max response, negative = inhibition, actives largely listed as inhibitors; 360,000 tested, 2.8% active; Plk1 PBD binding of FITC phosphopeptide, fluorescence polarization; further: potency means the concentration at half of the fitted maximal effect; series mostly up to about 57 µM; on the % scale 0 is the no-effect control and ±100 the full control effect; nearly all actives have a fitted effect of over 65% in size
# WRN inhibitor: WRN helicase (human) inhibition | Q14191 | WRN helicase unwinding, fluorescent forked duplex, kinetic | Potency, µM (top dose mostly 114 µM), inactives show at the highest dose activity change, negative = inhibition, most hits filed as inhibitors | 360,000 tested, 0.46% active | AID 651768; further: potency means the concentration at half of the fitted maximal effect; on the % scale 0 is the no-effect control and ±100 the full control effect; nearly all actives have a fitted effect of over 55% in size
#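 Kinetic fluorescence helicase assay: unwinding of a quenched forked DNA duplex (100 nM final) with 2 mM ATP final raises red fluorescence (525/598 nm). Compounds sat 15 min at room temperature with 20 nM WRN beforehand.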
# DRD3 antagonist: blocks the human D3 dopamine receptor | 360,000 tested, 2.5% active | max response, negative = inhibition, % | P35462 | D3R cells, DiscoveRx beta-arrestin luminescence, antagonist mode; active compounds read low; in the data active means max response below about -50%; inconclusive means no clear call, values can overlap the other calls; further: on the % scale 0 is the no-effect control and ±100 the full control effect; mostly tested at two doses, the higher about 12 µM
# Target sequence (P35462 whole entry, looked up): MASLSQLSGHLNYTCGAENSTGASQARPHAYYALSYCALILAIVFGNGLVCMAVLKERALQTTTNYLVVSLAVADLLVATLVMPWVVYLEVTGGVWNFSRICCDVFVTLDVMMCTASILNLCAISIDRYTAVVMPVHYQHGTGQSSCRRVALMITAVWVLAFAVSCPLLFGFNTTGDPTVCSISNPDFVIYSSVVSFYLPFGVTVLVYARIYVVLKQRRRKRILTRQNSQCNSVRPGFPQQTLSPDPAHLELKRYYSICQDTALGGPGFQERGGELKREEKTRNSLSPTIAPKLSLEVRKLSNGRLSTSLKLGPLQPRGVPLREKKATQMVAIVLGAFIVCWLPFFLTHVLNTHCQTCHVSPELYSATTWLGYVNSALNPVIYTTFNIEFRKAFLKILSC
#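 Cells plated overnight at 1500 cells/well, then exposed to library compounds with dopamine controls for 90 minutes at 37 degrees C. DiscoveRx reagent added for 30–60 minutes at room temperature; luminescence read, quantitative HTS format.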
# IL-2 act: activators of IL-2; AID 652025; IL-2 activation reporter assay, cell-based qHTS; stimulated with anti-CD3/CD4/CD28 beads; in transgenic mouse T cells; 360,000 tested, 0.065% active; activation, % (series mostly up to about 46 µM); in the data active means activation above about 50%; inconclusive means mostly about 30% to 49%; further: 0% is about no effect
#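 Readout is EGFP and DsRed signal by fluorescent plate cytometry after 18 h at 37 degrees C. Transgenic mouse T cells (750/well) received compound for 60 min before bead stimulation (anti-CD3, anti-CD4, anti-CD28); memory T cells served as non-tolerant control.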
# GLP1R inv ag: inverse agonists of human GLP-1 receptor; P43220; HEK293 GLP-1R CRE-luciferase, luminescence, 24 h; GLP-1R form is constitutively active; 410,000 tested, 1.6% active; Potency, µM (top dose mostly 38.3 µM), for inactives: at the top dose activity change, negative = inhibition, hits mostly inhibitors; further: potency means the concentration at half of the fitted maximal effect; on the % scale 0 is the no-effect control and ±100 the full control effect; nearly all actives have a fitted effect of over 55% in size
# Target sequence (P43220 whole entry, looked up): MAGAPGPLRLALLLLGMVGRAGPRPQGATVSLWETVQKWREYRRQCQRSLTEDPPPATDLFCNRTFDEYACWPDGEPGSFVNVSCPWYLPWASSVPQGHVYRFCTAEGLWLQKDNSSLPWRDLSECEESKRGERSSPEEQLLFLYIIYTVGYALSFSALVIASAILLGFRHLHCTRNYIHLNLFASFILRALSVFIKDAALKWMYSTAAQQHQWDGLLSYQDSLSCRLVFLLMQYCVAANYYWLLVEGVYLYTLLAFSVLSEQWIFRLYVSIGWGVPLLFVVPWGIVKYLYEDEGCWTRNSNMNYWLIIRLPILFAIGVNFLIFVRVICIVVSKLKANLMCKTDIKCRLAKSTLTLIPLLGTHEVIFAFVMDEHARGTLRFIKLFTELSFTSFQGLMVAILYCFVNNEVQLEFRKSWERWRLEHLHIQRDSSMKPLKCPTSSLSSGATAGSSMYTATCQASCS
#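 Stable HEK293 clone (constitutively active GLP-1R + cAMP-response luciferase); 200 cells/uL plated, 12 h pre-culture, compound 24 hr, 37 deg C/5% CO2; detection reagent 12 min RT; luminescence.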
# DRD3 agonist: activates the human D3 dopamine receptor; 410,000 tested, 0.58% active; max activation, %; D3R DiscoveRx beta-arrestin cells, luminescence, 90 min; P35462; in the data active means max activation above about 30%; further: 0% is about no effect; mostly tested at two doses, the higher about 12 µM
#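 Agonist mode: compounds and dopamine controls were applied to plated cells for 90 min at 37 degrees C after an overnight attachment at 1500 cells/well. Luminescent read-out followed 30 - 60 minutes at room temperature with DiscoveRx detection reagent.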
# PI5P4K alpha inh: inhibitors of human PI5P4K alpha | P48426 | PI5P4Kalpha enzyme, ADP-Glo luminescence, 60 min; active compounds read low | max response, % | 330,000 tested, 1.2% active | AID 652105; active means max response of -50% or lower; inconclusive means between -30% and -50%; inactive means -30% or higher; further: value at the top dose of about 77 µM; on the % scale 0 is the no-effect control and ±100 the full control effect
#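 Single end-point luminescence (ADP-Glo) quantified ADP from PI5P4Kalpha turnover; ATP 5 microM final, 1 h at RT, 0.1% CHAPS and 0.28 mM EGTA in HEPES pH 7.4.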
# GLP1R ag: GLP-1 receptor (human) agonism; P43220; HEK293 GLP-1R CRE-luciferase, luminescence, 4-6 h; cells express a hypersensitive GLP-1R form; Potency, µM (doses to about 45.6 µM), inactives show at the top dose activation, most hits filed as activators; 380,000 tested, 0.007% active; AID 624172; further: potency means the concentration at half of the fitted maximal effect; % of control where 0% means no effect
# HEK293 tox: cytotoxic in the GLP-1 receptor inverse agonist counter-screen; AID 624418; HEK293 cAMP-luciferase reporter cells, luminescence, 24 h; 410,000 tested, 0.13% active; Potency, µM (series often up to 38.3 µM), without a hit: at the highest dose activity change, negative = inhibition, actives largely listed as inhibitors;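 further: loss of luciferase light is scored as toxicity; potency means the concentration at half of the fitted maximal effect; on the % scale 0 is the no-effect control and ±100 the full control effect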
#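 MLSMR compounds, 24 hr on cells at 37 deg C/5% CO2; luminescence after luciferase reagent (12 min RT). Inhibition counted as the undesired cytotoxic outcome.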
# Numbers without * were called inactive; ? = inconclusive; / = no result given; [ ] = dose if it differs, or a comment. Unless noted, the call rests on the fitted dose curve; in most records, active means well fitted curve in the direction sought with a large enough effect; inconclusive means small, poorly fitted or top-dose-only effect, or another doubt; inactive means no such curve, though single readings can be large; an effect the other way counts as inactive or inconclusive. Compounds as they come; 7.8% or so of the library scored in one or more.
SMILES,PLK1 PBD block,WRN inhibitor,DRD3 antagonist,IL-2 act,GLP1R inv ag,DRD3 agonist,PI5P4K alpha inh,GLP1R ag,HEK293 tox
O=C(Cc1ccc([N+](=O)[O-])cc1)NCc1ccncc1,-14%,0%,2,-1.7,10%,-3,3,8%,6%
c1ccc(-c2cn(C[C@H]3CC[C@@H]([C@@H]4CC[C@H](Cn5cc(-c6ccccc6)nn5)O4)O3)nn2)cc1,-12%,-4%,-21,-4.7,4%,0,2,-4%,-15%
CC(=O)N(CCc1ccccc1)Cc1cc2ccc(C)c(C)c2[nH]c1=O,-9%,-6%,11,0.4,-15%,-2,2,14%,1%
O=C(NCc1cccs1)C1CC(O)CN1C(=O)Nc1ccccc1 (centres undefined),-7%,2%,3,0.6,3%,4,1,7%,3%
COc1ccc(OC)c(N=CC2=C(O)CC(C)(C)CC2=O)c1,-6%,-10%,7,-0.4,14%,2,/,2%,0%
CCN(C(=O)COC(=O)C1CCN(S(=O)(=O)c2ccc3c(c2)OCCO3)CC1)C1CCCCC1,-2%,0%,4,1.1,-20%,2,10,-2%,-1%
Cc1ccc(CNC(=O)C(CCC(N)=O)NC(=O)OCc2ccccc2)cc1 (centres undefined),-5%,6%,-8,-0.6,2%,3,7,8%,-20%
CC(C#Cc1ccc2c(c1)COc1c3ccccc3nn1-2)OC(C)(C)C (centres undefined),8%,-1%,82,0.3,20%,52*,-1,4%,4%
CCCN(CCO)Cc1ccc(F)c(Br)c1,0%,-1%,-23,1.7,-26%,-24,/,-2%,0%
CC1Sc2ccc(C(=O)NCc3ccccc3Cl)cc2NC1=O (centres undefined),-6%,-10%,0,0.0,-9%,-7,0,1%,6%
CC(=O)Nc1nc(CCN2C(=O)c3ccccc3C2=O)cs1,-6%,8%,10,-3.9,5%,-2,-1,2%,-2%
O=C(C1=C(O)C(=O)N(CCN2CCOCC2)C1c1cccc(O)c1)c1cc2ccccc2o1 (centres undefined),-10%,-27%,-20,-3.1,5%,-15,-2,1%,5%
CCc1nc2ccccc2n1CC(=O)OCC(=O)N(CC(C)C)c1c(N)n(Cc2ccccc2)c(=O)[nH]c1=O,3%,1%,1,-0.7,5%,3,-7,-3%,-1%
O=[N+]([O-])c1ccc2[nH]c3nc4ccccc4nc3c2c1,-12%,2%,-18,-3.7,31%,-2,-19,13%,-1%
OC(C#CCN1CCCCC1)c1ccccc1 (centres undefined),-6%,12%,-51*,-2.5,4%,-14,0,-5%,6%
CCOC(=O)C1(C(=O)OCC)COC(=O)C1CN1Cc2cc3ccccc3nc2C1 (centres undefined),-25%,-5%,?,-6.4,?,-14,-27,-3%,-31%
Cc1ccc2nc(Br)c3c(c2c1)OC(CBr)C3 (centres undefined),-14%,3%,-11,3.9,?,-3,1,13%,5%
Cc1cc(-c2ccccc2C(=O)NC2CCCCC2)on1,4%,4%,8,-0.9,14%,3,-5,1%,-21%
Cc1ccc(S(=O)(=O)Nc2cccnc2)cc1,21µM*,10%,-11,2.5,-20%,0,?,-12%,-6%
O=C(CCCCCN1C(=O)[C@@H]2Cc3ccccc3CN2C1=O)Nc1ccccc1F,?,0%,10,5.0,-5%,0,4,5%,3%
C=CCN=C1NN=C(c2cc(C)n(CC=C)c2C)CS1,-14%,2%,-17,-2.1,?,-10,-7,0%,?
C=CCOC(=O)Nc1nc(CCNC(=O)OC(C)(C)C)c(C(=O)OC)s1,-5%,3%,-6,-0.1,21%,9,5,/,3%
CCCN(CC(=O)Nc1cc(Cl)ccc1Cl)C(=O)CN1C(=O)C2CCCCC2C1=O (centres undefined),3%,-4%,6,-0.2,-16%,1,13,2%,-16%
CCOc1ccc(NC(=O)CCN2C(=O)CSc3ccccc32)cc1,4%,5%,-4,-0.2,?,-5,1,5%,-10%
C[C@H]1CN([C@@H](C)CO)S(=O)(=O)c2ccc(Br)cc2O[C@H]1CN(C)Cc1ccccc1,-10%,0%,29,-1.3,-31%,7,7,-1%,-12%
Nc1ncnc2c1ncn2C1OC(COP(=O)(O)O)C(O)C1O (centres undefined),-3%,-4%,13,0.6,13%,9,10,25%,6%
COc1ccccc1/C=C/C(=O)Nc1ccc(S(=O)(=O)Nc2cc(C)on2)cc1,-7%,-34%,5,1.0,-4%,3,-11,-7%,-1%
CC(=O)N1N=C(c2ccco2)CC1c1ccco1 (centres undefined),5%,11%,12,-0.1,8%,3,3,1%,7%
Cc1cc(C)c(NC(=O)CNC(=O)c2ccc(-n3cncn3)c([N+](=O)[O-])c2)c(C)c1,1%,3%,?,-6.8,-13%,-10,-3,2%,-13%
COc1cccc(OC)c1C(=O)Nc1cccc(-c2ccc(N3CCOCC3)nn2)c1,-13%,-8%,-5,-1.0,-16%,-10,-4,7%,8%
CN(C)C(=O)CNc1n[nH]c(=S)[nH]c1=O,2%,3%,-5,-4.8,9%,0,0,0%,-6%
CCCCCOC(=O)Cn1c(=O)oc2ccc(C)cc21,-5%,-25%,-9,-5.3,1%,-8,12,-1%,7%
CCN1CCN(C(=O)C2CCCN(S(=O)(=O)c3cc(Cl)ccc3Cl)C2)CC1 (centres undefined),-4%,-24%,-7,-3.6,-19%,-23,-4,7%,-1%
O=[N+]([O-])c1ccc2c(c1)Nc1nc3ccccc3nc1N2,2%,0%,?,2.9,34%[activator],1,-5,5%,1%
O=C(Nc1ccc(Nc2ccccc2)cc1)C(Cl)(Cl)Cl,-1%,-9%,16,0.3,-30%,2,-8,2%,-33%
CCOC(=O)Cc1csc(SC(C)C(=O)NCC(=O)Nc2ccc(F)c(F)c2F)n1 (centres undefined),1%,-14%,-8,-1.1,-17%,-2,-3,-5%,-2%
O=C(O)c1sccc1Oc1ccc(NS(=O)(=O)c2cccc(F)c2)cc1,-10%,7%,6,2.7,-2%,-4,-1,10%,-9%
N#CC1=C(N)N(c2ccccc2)C(=O)C1,0%,-8%,21,0.6,1%,1,5,-2%,-6%
CN1C(=O)CN(CCN2CC(=O)N(C)C(=O)C2)CC1=O,3%,6%,18,-3.2,9%,7,-4,-3%,-6%
O=C(CSc1nnc2scc(-c3ccccc3)n12)N1CCN(Cc2ccccc2)CC1,-18%,-7%,-17,-0.2,2%,-6,-7,7%,-2%

# Record cards (already shown). Screens in order: PLK1 PBD block	WRN inhibitor	DRD3 antagonist	IL-2 act	GLP1R inv ag	DRD3 agonist	PI5P4K alpha inh	GLP1R ag	HEK293 tox
# CCCCCOC(=O)Cn1c(=O)oc2ccc(C)cc21 reads -5%	-25%	-9	-5.3	1%	-8	12	-1%	7%
# Nc1ncnc2c1ncn2C1OC(COP(=O)(O)O)C(O)C1O (centres undefined) reads -3%	-4%	13	0.6	13%	9	10	25%	6%
# CC(=O)N1N=C(c2ccco2)CC1c1ccco1 (centres undefined) reads 5%	11%	12	-0.1	8%	3	3	1%	7%
# CCN1CCN(C(=O)C2CCCN(S(=O)(=O)c3cc(Cl)ccc3Cl)C2)CC1 (centres undefined) reads -4%	-24%	-7	-3.6	-19%	-23	-4	7%	-1%

# (further entries)
SMILES,PLK1 PBD block,WRN inhibitor,DRD3 antagonist,IL-2 act,GLP1R inv ag,DRD3 agonist,PI5P4K alpha inh,GLP1R ag,HEK293 tox
O=C(CCl)Nc1cc(S(=O)(=O)N2CCOCC2)ccc1N1CCOCC1,-10%,1%,-1,0.2,9%[7.66 µM],2,-1,8%,4%[7.66 µM]
O=[N+]([O-])c1ccc(N2CCN(Cc3ccc(Br)o3)CC2)cc1,-3%,-3%,-22,0.5,?,-19,-1,-4%,-9%
O=C(NCC1CCCO1)C1CC(c2ccc(Cl)c(Cl)c2)=NO1 (centres undefined),?,2%,-25,-1.9,0%,1,/,3%,-26%
COc1ccccc1CNC(=O)C(NS(=O)(=O)c1cccs1)C(C)C (centres undefined),/,/,/,/,15%,-13,/,-1%,-7%
O=C(CCc1ccccc1)N[C@@H]1c2ccccc2CC[C@@H]1OCc1ccccc1,-15%,1%,-22,0.8,-5%,-25,1,2%,14%
CCOc1ccccc1/C=N/NC(=O)c1nnn(-c2nonc2N)c1CN1CCCCCC1,?,3%,18,0.6,-11%,2,-6,-2%,5%
CCCCN1C(=O)/C(=C/C=C2/C=Cc3ccccc3N2CC)SC1=S,-1%,2%,2,-0.1,-2%,1,-10,3%,8%
O=C(CSc1nnc(-c2ccncc2)n1Cc1ccco1)Nc1cccc(O)c1,-12%,-1%,-7,1.4,23%,-6,-9,7%,1%
S=c1[nH]nc(CSCc2ccccc2Cl)n1-c1ccccc1,-6%,5%,?,0.2,4%,-3,0,-5%,10%
Cc1ccc(NS(=O)(=O)c2ccc(C(=O)NCC(c3ccco3)N(C)C)cc2)cc1 (centres undefined),3%,0%,8,-1.0,?,-9,3,-1%,-5%
COc1ccc(NC(=O)C2CCCN(C(=O)c3ccc(Cl)cc3)C2)cc1Cl (centres undefined),-5%,-2%,-29,-0.3,?,-5,-1,-3%,-19%
CCNC(=O)C[C@@H]1CC[C@@H]2NC[C@@H](O)COC[C@H]2O1,-19%,2%,2,-0.8,16%,3,-3,/,4%
Cc1cc(C)cc(C(=O)NCCn2cc(SCC(=O)N3CCOCC3)c3ccccc32)c1,3%,-5%,19,-1.9,-10%,-1,2,8%,-6%
CC(=O)Nc1ccc(NC(=O)C2CC(=O)Nc3nc4ccccc4n32)cc1 (centres undefined),6%,7%,9,2.7,11%,-13,7,5%,2%
O=C(c1cc(-c2ccc(F)cc2)on1)N1CCCC1,-16%,-2%,-7,0.5,?,0,-2,1%,0%
CCOc1ccc(N2CC(C(=O)NCC(=O)Nc3ccc(F)c(F)c3F)CC2=O)cc1 (centres undefined),-6%,-9%,-6,1.3,-1%,-5,0,-4%,2%
CCc1ccc(-c2ccc(SCc3ccccn3)nn2)cc1,-14%,3%,-16,-0.9,?,9,-1,12%,-9%
O=C(NCCS(=O)(=O)N1CCCCC1)c1ccccc1,-7%,-5%,9,1.1,7%,-10,-4,0%,-2%
